# Compound activity deposited in PubChem by National Center for Advancing Translational Sciences (NCATS).
# PTHR1 agonist = PTHR1 (human) receptor agonism. HEK293 GP2 PTHR1 cells, GloSensor cAMP luminescence, 1 h. Potency, µM (titrated, usually from 115 µM), inactives show at the top dose activation, most hits filed as activators. AID 743266. Q03431. 410,000 compounds, 0.075% hits; further: potency means the concentration at half of the fitted maximal effect; nearly all actives have a fitted effect of over 55% in size; some results filed as inactive show a strong effect at the top dose; inactives centre near -15; many of its hits are not listed in these tables
#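 HEK-293-derived GP2 cells expressing PTHR1 and a GloSensor cAMP reporter, 3,000/well, plated overnight, given luciferin plus IBMX (each 0.5 mM as added) for 1 h at 37 °C, then compound for 1 h at 37 °C. Luminescence was read after 15 min at room temperature.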
# GLP1R ag = activates the human GLP-1 receptor; P43220; HEK293 GLP-1R CRE-luciferase, luminescence, 4-6 h; cells express a hypersensitive GLP-1R form; Potency, µM (doses to about 45.6 µM), for inactives: at the top dose activation, most hits filed as activators; 380,000 compounds, 0.007% hits; AID 624172; further: potency means the concentration at half of the fitted maximal effect; % of control where 0% means no effect
# IL-2 act = IL-2 activation; IL-2 activation reporter assay, cell-based qHTS; stimulated with anti-CD3/CD4/CD28 beads; in transgenic mouse T cells; 360,000 compounds, 0.065% hits; AID 652025; activation, % (series mostly up to about 46 µM); in the data active means activation above about 50%; inconclusive means mostly about 30% to 49%; further: 0% is about no effect
#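 Unstimulated transgenic mouse T cells; 60-min compound exposure; bead-based TCR/CD4/CD28 stimulation; 18 h culture, 37 degrees C; dual fluorescence (EGFP, DsRed) plate cytometry.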
# PI5P4Ka inh = PI5P4K alpha (human) kinase inhibition; P48426; PI5P4Kalpha enzyme, ADP-Glo luminescence, 60 min; active compounds read low; max response, %; 330,000 compounds, 1.2% hits; active means max response of -50% or lower; inconclusive means between -30% and -50%; inactive means -30% or higher; further: value at the top dose of about 77 µM; on the % scale 0 is the no-effect control and ±100 the full control effect
#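 Single end-point luminescence (ADP-Glo) quantified ADP from PI5P4Kalpha turnover; ATP 5 microM final, 1 h at RT, 0.1% CHAPS and 0.28 mM EGTA in HEPES pH 7.4.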
# EPAC1 antagonist = antagonists of human EPAC1. O95398. EPAC1 GEF assay, Rap1b-BODIPY-GDP exchange fluorescence. Potency, µM (titrated, usually from 115 µM), without a hit: at the highest dose activity change, negative = inhibition, actives largely listed as inhibitors. 360,000 compounds, 0.14% hits. AID 720709;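 further: potency means the concentration at half of the fitted maximal effect; plate controls were vehicle for no effect and positive control for full effect; nearly all actives have a fitted effect of over 50% in size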
# Target sequence (O95398 whole entry, looked up): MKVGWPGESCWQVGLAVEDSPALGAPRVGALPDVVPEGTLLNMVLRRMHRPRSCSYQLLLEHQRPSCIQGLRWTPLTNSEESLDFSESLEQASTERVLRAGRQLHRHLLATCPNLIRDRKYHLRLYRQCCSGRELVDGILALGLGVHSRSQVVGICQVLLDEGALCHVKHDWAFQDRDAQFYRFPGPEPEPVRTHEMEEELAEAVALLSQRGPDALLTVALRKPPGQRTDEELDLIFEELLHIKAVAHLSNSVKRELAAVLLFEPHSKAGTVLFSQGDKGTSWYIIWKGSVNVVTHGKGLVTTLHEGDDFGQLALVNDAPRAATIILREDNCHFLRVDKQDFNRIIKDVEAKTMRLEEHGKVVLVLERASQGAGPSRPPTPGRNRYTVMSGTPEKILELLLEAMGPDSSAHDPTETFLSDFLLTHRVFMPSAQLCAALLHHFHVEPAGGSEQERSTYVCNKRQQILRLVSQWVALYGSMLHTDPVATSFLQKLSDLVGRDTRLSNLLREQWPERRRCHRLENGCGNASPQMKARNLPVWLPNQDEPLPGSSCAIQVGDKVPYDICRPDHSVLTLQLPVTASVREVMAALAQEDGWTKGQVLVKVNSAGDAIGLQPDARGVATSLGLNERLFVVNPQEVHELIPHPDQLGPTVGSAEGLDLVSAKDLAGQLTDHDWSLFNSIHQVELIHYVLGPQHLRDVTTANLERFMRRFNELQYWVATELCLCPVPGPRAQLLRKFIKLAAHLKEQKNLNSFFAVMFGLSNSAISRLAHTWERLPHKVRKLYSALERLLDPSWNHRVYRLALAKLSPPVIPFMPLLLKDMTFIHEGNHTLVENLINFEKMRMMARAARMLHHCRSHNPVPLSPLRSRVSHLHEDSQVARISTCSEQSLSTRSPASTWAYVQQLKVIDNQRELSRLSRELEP
# PLK1 PBD inh = blocks phosphopeptide binding to human PLK1 polo-box domain. 360,000 compounds, 2.8% hits. AID 720504. Plk1 PBD binding of FITC phosphopeptide, fluorescence polarization. Potency, µM, for the others: max response, negative = inhibition, actives largely listed as inhibitors; further: potency means the concentration at half of the fitted maximal effect; series mostly up to about 57 µM; on the % scale 0 is the no-effect control and ±100 the full control effect; nearly all actives have a fitted effect of over 65% in size
# GLP1R cytotox = cytotoxicity counter-screen for GLP-1 receptor inverse agonists; 410,000 compounds, 0.13% hits; Potency, µM (doses to about 38.3 µM), without a hit: top-dose activity change, negative = inhibition, hits mostly inhibitors; HEK293 cAMP-luciferase reporter cells, luminescence, 24 h;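 further: loss of luciferase light is scored as toxicity; potency means the concentration at half of the fitted maximal effect; on the % scale 0 is the no-effect control and ±100 the full control effect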
#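 To flag toxic compounds, the library was rerun on cells for 24 hr at 37 deg C and 5% CO2. Viability-linked luminescence was captured 12 min after adding luciferase detection reagent.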
# EPAC1 agonist = activates human EPAC1 exchange factor | EPAC1 agonist qHTS, biochemical assay; response scale: 100% = response to 6.5 mM cAMP | Potency, µM (titrated, usually from 154 µM), for inactives: top-dose activation, most hits filed as activators | 360,000 compounds, 0.073% hits | AID 720707; further: potency means the concentration at half of the fitted maximal effect; nearly all actives have a fitted effect of over 60% in size
#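 EPAC1 100 nM, Rap1B–BODIPY-GDP 250 nM, unlabeled GDP 50 uM; compound titration; 5 min RT; kinetic read ex480/em540 at 5-min intervals ×30 min; data normalized to 6.5 mM cAMP agonist control.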
# GLP-1R inv ag = acts as inverse agonist at human GLP-1 receptor; Potency, µM (titrated, usually from 38.3 µM), for inactives: top-dose activity change, negative = inhibition, most hits filed as inhibitors; 410,000 compounds, 1.6% hits; HEK293 GLP-1R CRE-luciferase, luminescence, 24 h; GLP-1R form is constitutively active; further: potency means the concentration at half of the fitted maximal effect; on the % scale 0 is the no-effect control and ±100 the full control effect; nearly all actives have a fitted effect of over 55% in size
#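 Cells are plated, allowed 12 hours at 37 deg C, then treated with compounds for 24 hr before luciferase detection reagent is added and luminescence is read after 12 min at room temperature. The HEK293 line carries constitutively active GLP-1R with a cAMP-responsive reporter.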
# The depositor's hits bear a star; i = inactive; ? = inconclusive; nt = no result given; & = joins results of further samples; [ ] = dose if it differs, or a comment. Unless noted, the call rests on the fitted dose curve; in most records, active means well fitted curve in the direction sought with a large enough effect; inconclusive means small, poorly fitted or top-dose-only effect, or another doubt; inactive means no such curve, though single readings can be large; an effect the other way counts as inactive or inconclusive. This is a subset; rates above refer to the full screens.
SMILES,PTHR1 agonist,GLP1R ag,IL-2 act,PI5P4Ka inh,EPAC1 antagonist,PLK1 PBD inh,GLP1R cytotox,EPAC1 agonist,GLP-1R inv ag
CCc1ccc(OCC(=O)NC(NC(=S)Nc2ccc(C)cc2C)C(Cl)(Cl)Cl)cc1 (stereo not given),i,-36%[inhibitor],-2.8,3,-2%,-9%,?,-23%,5µM*
O=C(NCc1ccc2c(c1)OCO2)c1cc(-n2cnnc2)ccc1Cl,-18%,-10%,0.3,-1,12%,-14%,6%,0%,-4%
O=C(COC(=O)c1ccc(OC(F)F)cc1)Nc1cccc(S(=O)(=O)NC2=NCCC2)c1,3%,-2%,0.5,3,15%,-9%,-4%,-12%,9%
CCOCCCn1c(SCc2nc3ccccc3s2)nc2ccccc2c1=O,-41%[inhibitor],17%,2.8,20,-5%,5%,-7%,2%,-18%
O=C(C1CCCC1)N1CCN(S(=O)(=O)c2cccc(Cl)c2Cl)CC1,2%,11%,1.1,8,-5%,-27%,5%,4%,-36%
C[C@@H]1CCCN1[C@H]1CS(=O)(=O)N[C@@H]1COCc1ccccc1,-22%,-5%,2.0,-1,7%,-17%,-2%,2%,17%
Cc1cc(N2CCN(S(=O)(=O)c3ccc(C)c(C)c3)CC2)c2ccccc2n1,-1%[57.5 µM],6%,1.9,nt,-11%,-10%,-26%,24%,?
COc1ccc(OC)c(NC(=O)c2ccc(OC3CSC3)cc2)c1,i,10%,2.7,-5,-3%,?,-3%[0.307 µM],10%,2%[0.307 µM]
CC(C)(C)n1cnc2cc(NC(=O)c3cccs3)ccc21,i,2%,-4.0,-7,-18%,-5%,0%,2%,?
COc1ccc(N(C)S(=O)(=O)c2cccc(C(=O)N3CCN(Cc4ccc5c(c4)OCO5)CC3)c2)cc1,-25%,3%,-5.9,8,-10%,-6%,2%,14%,?
O=C(NNC(=O)C12CC3CC(CC(Cl)(C3)C1)C2)c1csc(N2CCOCC2)n1,i,3%,0.8,5,-6%,-8%,-20%,-4%,10%
Cc1ccc(NC(=O)N2CCCC2C(=O)Nc2ccc3c(c2)OCCO3)cc1 (stereo not given),0%,8%,1.7,2,-30%,-22%,0%,-14%,-8%
CCOc1c2ccccc2nn1CCOC,18%,1%,-2.9,4,6%,-18%,23%,-4%,10%
CC(C)(C)OC1NS(=O)(=O)OCC1NCOC(Cl)(Cl)Cl (stereo not given),i,0%,-0.5,?,-2%,?,1%,-12%,10%
CCC1CCCCN1S(=O)(=O)c1ccc(NC(=O)CSc2ncccc2C(=O)O)cc1 (stereo not given),-6%[57.5 µM],-1%,-1.8,nt,2%,-15%,4%,2%,-6%
CCOC(=O)CC(=O)CSc1nc2c(cc1C#N)CCCCC2,-24%[57.5 µM],-2%,-1.5,-18,-1%,24µM*,75%[activator],4%,1%
COc1ccc(S(=O)(=O)N2CCN(c3ccccc3OC)CC2)cc1,-15%,-2%,-0.9,5,-15%,0%,1%&-4%,-4%,5%&-23%
O=C(NC(=S)NCc1ccco1)c1ccccc1,i,2%,-2.6,8,6%,-1%,6%,-1%,18%
CC(C)C1C(=O)N(Cc2cn(CCC3OCCO3)nn2)CCS(=O)(=O)N1Cc1ccc(-c2cccc(N(C)C)c2)cc1 (stereo not given),-14%,-10%,1.6,3,-6%,-5%,12%,5%,?
O=C(Nc1ccc(F)cc1)C1CC(=O)N(Cc2ccco2)C1 (stereo not given),i,-4%,-1.4,3,-12%,-3%,-4%,-3%,3%
CC(Oc1ccccc1Cl)C(=O)N(Cc1cccs1)C1CCS(=O)(=O)C1 (stereo not given),-22%,8%,0.4,1,-1%,-15%,-13%,-17%,-17%
Cc1cc(C(=O)NN=C(CCC(=O)O)c2cccs2)c(C)o1,i,-5%,-0.3,-4,-13%,-13%,28%,-7%,35%
COc1ccccc1N1CCN(C(=O)C2CCN(C(=O)c3ccccc3C)CC2)CC1,-55%[inhibitor],-1%,2.5,5,-10%,-1%,20%,10%,-1%
S=c1[nH]ccn1-c1cccc(Cl)c1,i,0%,0.7,1,?,?,8%,13%,2%
O=C(NCc1cccs1)c1cc(-c2ccccn2)nc2ccc(Br)cc12,-12%,4%,-3.4,1,-28%,-10%,5%,6%,22%
Cc1ccc(C(=O)NC2CCCCCC2)o1,-10%[57.5 µM],9%,-1.8,0,1%,-3%,-3%,4%,3%
O=C(COc1ccc(S(=O)(=O)N2CCOCC2)cc1)N1CCc2ccccc2C1,i,9%,-0.1,3,9%,-3%,4%,11%,7%
CNN/C(N=Cc1ccc([N+](=O)[O-])s1)=N\S(=O)(=O)c1cc(C)c(Cl)cc1SCc1ccccc1,i,-1%,-0.3,2,1%,-3%,-25%,-4%,-15%
Cc1cc(C(C)(C)C)cc(S(=O)(=O)Nc2ccc(C(=O)O)cc2)c1C,-15%,2%,-0.8,5,2%,0%,3%,-3%,1%
COC(=O)c1cccc(NC(=O)c2cccc(-n3cnnn3)c2)c1,2%,5%,-1.2,0,-10%,-14%,-15%,6%,-4%
Cc1cc(NC(=O)CSc2ncc(C(F)(F)F)cc2Cl)no1,i,9%,-0.2,5,1%,-2%,1%,0%,10%
Cc1nc(-c2ccc(Cl)cc2)sc1C(=O)CBr,i,6%,-2.0,0,0%,-29%,-23%,7%,0%
Cc1ccc([N+](=O)[O-])cc1NC(=S)NC(=O)c1ccco1,-24%,-11%,0.0,6,-1%,-3%,-7%,-5%,-4%
O=C(CCC1CCCC1)N1CCC(N2CCN(c3ccccc3)CC2)CC1,-5%,-1%,-1.0,-3,6%,0%,2%,1%,0%
Cc1c(C(=O)Nc2ccc(OCc3ccccc3)cc2)cccc1[N+](=O)[O-],i,-10%,-3.1,nt,12%,-5%,-17%,0%,0%
Clc1ccc(-c2nnc(C3CC3)o2)cc1,i,3%,-0.8,10,6%,-4%,4%,10%,7%
CC1CCCCC1NC(=O)CN1CCC(NC(=O)c2cccc(F)c2)CC1 (stereo not given),i,1%,-4.2,6,2%,-5%,4%,-14%,-1%
CC(C)(C)c1ccc(C(O)CCCN2CCC(C(O)(c3ccccc3)c3ccccc3)CC2)cc1 (stereo not given),-20%,-5%&0%&1%,0.0,1,0%,4%,-3%,0%,-5%
O=C(CSc1nc2ccncc2[nH]1)Nc1ccccc1C(F)(F)F,-5%[57.5 µM],-2%,0.0,-3,6%,2%,-13%&-12%,-4%,?
CCN(CC(=O)Nc1ccc(S(=O)(=O)N2CCCC2)cc1)CC(=O)Nc1ccccc1C(F)(F)F,-16%,7%,1.4,-4,-22%,1%,-2%,-4%,-23%
COc1ccc(C2NC(=O)C(C#N)=C(S)N2c2ccc(C)cc2)cc1OC (stereo not given),-27%,3%,0.2,-6,-6%,?,19%,4%,19%
CC(C)c1cc(Cn2c3ccccc3c(=O)n2C(C)Cn2cc(CCCC#N)nn2)on1 (stereo not given),-18%,nt,-0.1,-2,4%,-4%,-10%,6%,0%
ClCCN1C2=NCCCN2c2ccccc21,i,5%,0.2,-3,-18%,-17%,7%,7%,0%
COc1cccc(C(=O)NCC2(c3ccc(OC)c(OC)c3)CCCC2)c1,-25%,?,0.4,7,-4%,1%,-21%,3%,12%
Cc1cc(C)cc(N(C(=O)C(F)(F)F)C(C(=O)NC2CCCCC2)c2cccs2)c1 (stereo not given),i,-1%,-0.7,nt,-3%,-4%,6%,-2%,-5%
Cc1csc(NC(=O)c2ccc(=O)[nH]c2)n1,i,0%,-2.0,-5,-2%,-8%,-46%,11%,30%
CC[C@H](C)[C@H](NS(=O)(=O)c1ccc(C)cc1)C(=O)N1CCC(C(=O)N[C@@H](C)C(=O)O)CC1,i,-9%,4.6,nt,8%,3%,-15%,3%,-8%
O=C(O)C1(c2ccccc2)CCN(S(=O)(=O)c2ccc(F)c(F)c2)CC1,i,1%,-0.3,-1,13%,-15%,6%,10%,-8%
CC(=O)Nc1ccc(S(=O)(=O)N2CN(c3ccc(C)cc3)c3nc4ccccc4nc32)cc1,i,1%,0.3,10,13%,-4%,-5%,7%,14%
CN(C)/C=C(/C(=O)c1ccc(Cl)c(Cl)c1)c1nnnn1-c1ccccc1,-10%,-3%,-0.1,4,9%,-2%,-11%,-3%,-23%

# The list continues.
SMILES,PTHR1 agonist,GLP1R ag,IL-2 act,PI5P4Ka inh,EPAC1 antagonist,PLK1 PBD inh,GLP1R cytotox,EPAC1 agonist,GLP-1R inv ag
CCCCOC(=O)C(C)Oc1ccc(=O)n(-c2ccccc2)n1 (stereo not given),-20%,13%,4.5,5,-5%,-9%,-24%,16%,-7%
CCCCNC(=O)c1cc2n(n1)C(C(F)(F)F)CC(c1ccccc1)N2 (stereo not given),-8%[57.5 µM],-1%,0.0,nt,2%,-2%,5%,-6%,-17%
Cc1ccc(C)c(N=Cc2ccc(-c3ccc([N+](=O)[O-])cc3)o2)c1,i,4%,1.6,-7,-23%,-6%,5%,0%,?
Cc1cc(C)c(S(=O)(=O)Nc2ccc(N3CCOCC3)cc2)c(C)c1,i,9%,-2.3,4,-28%,4%,2%,2%,27%
Cc1nc2ccccn2c1C(=O)N/N=C/c1ccccc1,-2%,-4%,-2.5,0,-8%,-12%,11%,1%,-1%
Cn1nc(C(=O)N2CCN(c3ccc(F)cc3)CC2)c2c1-c1ccccc1S(=O)(=O)C2,14%,2%,-1.3,9,?,-4%,-11%,13%,0%
c1ccc(N2CCN(c3ccccc3)C2c2ccncc2)cc1,-6%[57.5 µM],-1%,-0.3,nt,-9%,-1%,-11%,14%,5%

# Two compounds from above, limited to PLK1 PBD inh and PTHR1 agonist:
Molecule	PLK1 PBD inh	PTHR1 agonist
Cn1nc(C(=O)N2CCN(c3ccc(F)cc3)CC2)c2c1-c1ccccc1S(=O)(=O)C2	-4%	14%
COC(=O)c1cccc(NC(=O)c2cccc(-n3cnnn3)c2)c1	-14%	2%
